# HT1080-NT tox = qHTS for induction of synthetic lethality in tumor cells producing 2HG: qHTS for the HT-1080-NT fibrosarcoma cell line; HT-1080-NT fibrosarcoma viability, CellTiter-Glo ATP luminescence, 48 h; Potency, µM (series often up to 46.1 µM), for the others: top-dose activity, negative = less viability, most hits filed as cytotoxic; 1.6% of 360,000 active;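 note: NT is the 2HG producing partner of a matched IDH1 knockdown line; potency is the fitted concentration of half-maximal effect; 0% = DMSO-treated cells and -100% = media-only wells without cells; nearly all actives have a fitted effect of over 55% in size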
#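 Read-out is CellTiter-Glo luminescence after 10 minutes at room temperature, following 48 hours' compound treatment of HT-1080-NT cells (750 cells/well, RPMI, 5% FBS, 37 degrees C).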
# ATXN2 expr inh = Primary qHTS for Inhibitors of ATXN expression; Potency, µM (top dose mostly 57 µM), for inactives: top-dose activity change, negative = inhibition, actives largely listed as inhibitors; 0.72% of 360,000 active; HEK-293 ATXN2-luciferase reporter, luminescence, 24 h; note: potency is the fitted concentration of half-maximal effect; % is set by controls: 0 for no effect and ±100 for the full control effect; nearly all actives have a fitted effect of over 55% in size
#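 qHTS (up to 57 uM final) was run with 24 h compound exposure of reporter cells at 37 °C. Each well was multiplexed: SteadyGlo luminescence measured ATXN2-luciferase expression after a fluorogenic Gly-Phe-AFC viability readout (25 uM final).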
# MCF10A rerep = A quantitative high throughput screen for small molecules that induce DNA re-replication in MCF 10a normal breast cells | 2.9% of 350,000 active | Potency, µM (top dose mostly 46.1 µM), for the others: top-dose activity, positive = re-replication, usual class: activators | MCF 10A DNA re-replication, Hoechst nuclear intensity, 48 h; note: potency is the fitted concentration of half-maximal effect; % of control where 0% means no effect; nearly all actives have a fitted effect of over 50% in size
# IL1B secr inh = qHTS for Inhibitors of Inflammasome Signaling: IL-1-beta AlphaLISA Primary Screen | AID 743279, 2014 | THP-1 LPS/ATP IL-1B secretion, AlphaLISA, 16 h; hits give low values | activity change, % at 57.5 µM | 4.7% of 360,000 active; in the data active = activity change below about -50%; inconclusive = mostly about -30% to -49%; note: % is set by controls: 0 for no effect and ±100 for the full control effect
#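 Secreted IL-1B measured by AlphaLISA bead assay after 16 h compound exposure of THP-1 cells; compounds (final up to 57.5 uM) added 1 h before LPS (250 ng/mL) and ATP (1.25 mM) stimulation; lower signal means less secretion.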
# SW480 rereplic = A quantitative high throughput screen for small molecules that induce DNA re-replication in SW480 colon adenocarcinoma cells; SW480 DNA re-replication, Hoechst DNA content imaging, 48 h; Potency, µM (doses to about 46.1 µM), without a hit: top-dose re-replication activation, usual class: activators; 1.8% of 340,000 active; note: potency is the fitted concentration of half-maximal effect; % of control where 0% means no effect; nearly all actives have a fitted effect of over 55% in size
#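 DNA re-replication was detected as more nuclei of elevated Hoechst intensity after 48 hr exposure to compound (23 nL pinned per well of 250 cells).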
# S2 tox = Viability Counterscreen for Primary qHTS for Inhibitors of ATXN expression; S2 cells (HEK-293 line with an ATXN2-luciferase reporter) viability, CellTiter-Fluor protease fluorescence, 24 h; Potency, µM (top dose mostly 56.7 µM), actives largely listed as cytotoxic; 0.49% of 400,000 active; AID 651635, 2014; note: potency is the fitted concentration of half-maximal effect; nearly all actives have a fitted effect of over 40% in size
# KB-3-1 tox = qHTS assay for MDR1-selective chemotherapeutics: Primary screen using the parental adenocarcinoma cell KB-3-1 | Potency, µM (titrated, usually from 46.1 µM), for inactives: at the highest dose activity change, negative = cytotoxic, most hits filed as cytotoxic | KB-3-1 viability, CellTiter-Glo ATP luminescence, 72 h | 1.4% of 400,000 active; note: potency is the fitted concentration of half-maximal effect; % is set by controls: 0 for no effect and ±100 for the full control effect; nearly all actives have a fitted effect of over 60% in size
#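 Cytotoxicity measured as CellTiter-Glo luminescence after 72 h at 37 C. Compound titrations were pinned onto drug-naive KB-3-1 parental adenocarcinoma cells grown in DMEM with 10% FBS, and normalized data fitted to concentration-response curves.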
# HepG2 tox = qHTS for Inhibitors of TGF-b: Cytotox Counterscreen | 0.76% of 410,000 active | Potency, µM (highest dose often 46.1 µM), for inactives: top-dose activity change, negative = cytotoxicity, most hits filed as cytotoxic | AID 588856, 2011 | HepG2 CAGA-GFP viability, ATP luminescence, 18 h; note: potency is the fitted concentration of half-maximal effect; some results filed as inactive show a strong effect at the top dose
#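 HepG2 CAGA-GFP cells (1000/well, DMEM with 1% FBS) received compound, then TGF-beta at 500 pg/mL final, and were incubated 18 hours at 37 degrees C. Viability was read by CellTiter-Glo luminescence. Media-only wells were set as complete cell-killing and DMSO as no toxicity.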
# HT1080 IDH1KD tx = qHTS for induction of synthetic lethality in tumor cells producing 2HG: qHTS for the HT-1080-IDH1KD cell line; Potency, µM (titrated, usually from 46.1 µM), for the others: at the highest dose activity, negative = toxicity, most hits filed as cytotoxic; AID 686971, 2013; 2% of 360,000 active; HT-1080 IDH1 knockdown viability, ATP luminescence, 48 h;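 note: potency is the fitted concentration of half-maximal effect; 0% = DMSO wells and -100% = cell-free medium wells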
#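 After a 2 h attachment period, IDH1KD HT-1080 cells took pin-transferred compound for 48 h at 37 °C; ATP-based luminescence after 10 min room-temperature reagent incubation reported viability.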
# The depositor's hits bear a star; i = inactive; ? = inconclusive; . = no result given; & = joins results of further samples; [ ] = another dose, or the depositor's remark. Unless noted, calls come from the whole dose curve; as a rule, active = well fitted curve in the direction sought with a large enough effect; inconclusive = small, poorly fitted or top-dose-only effect, or another doubt; inactive = no such curve, though single readings can be large; an effect the other way counts as inactive or inconclusive. No enrichment for hits (roughly 8.9% active in at least one column).
Structure,HT1080-NT tox,ATXN2 expr inh,MCF10A rerep,IL1B secr inh,SW480 rereplic,S2 tox,KB-3-1 tox,HepG2 tox,HT1080 IDH1KD tx
CN(CCCC1CCCC1)C(=O)CC1C(=O)NCCN1Cc1cccc(F)c1F (configuration not stated),5%,-1%,-2%,-23,3%,i,8%,-23%,2%
Cc1sc2ccccc2c1CNC[C@H]1O[C@@H](n2cnc(C(N)=O)n2)[C@H](O)[C@@H]1O,14%,7%,2%,-3,?,i,21%,7%,7%
O=[N+]([O-])c1ccc(N=Cc2c(O)ccc3ccccc23)cc1,?,-20%,?,28,?,?,10%,-15%,9.2µM*
COc1cccc(C2NC(=O)NC(C)=C2C(=O)Nc2cccc(C)c2C)c1 (configuration not stated),-1%,-5%,1%,0,-1%[9.22 µM],i,6%,-4%,-4%
C[C@@H]1CN([C@H](C)CO)C(=O)Cc2cc(NS(=O)(=O)c3ccc(Cl)cc3)ccc2O[C@H]1CN(C)Cc1ccc(C(F)(F)F)cc1,?,?,?,?,2%,.,?,-119%,?
Cc1nn(-c2nc(-c3ccccc3)cc(C(F)(F)F)n2)c(C)c1Cl,.,-11%,.,.,.,i,-18%,-20%,.
N#C/C(=C/c1ccccc1)c1nn(CCO)c(N)c1C#N,-2%,47%[activator],15%,-8,-6%,i,1%,-20%,-2%
Cc1oc2c(C)c3oc(=O)c(CCC(=O)NCCCN4CCOCC4)c(C)c3cc2c1C,-13%,-14%,29%,?,-29%,i,0%,-12%,-6%
Cc1nsc2nc3c(F)c(F)c(F)c(F)c3cc12,0%,3%,13%,-97*,?,i,-4%,-26%,?
Cc1ccc(Cl)cc1NS(=O)(=O)c1cn(C)nc1C,0%,4%,-1%,19,0%,i,-8%,-1%,5%

# The results go on:
Structure,HT1080-NT tox,ATXN2 expr inh,MCF10A rerep,IL1B secr inh,SW480 rereplic,S2 tox,KB-3-1 tox,HepG2 tox,HT1080 IDH1KD tx
COC(=O)c1ccc(Oc2nc(SC)nc(N(C)C)n2)cc1,2%,-1%,2%,14,-11%,i,-2%,11%,0%
CCOc1ccc(NC(=O)N2CCN(c3nc4ccccc4s3)CC2)cc1,5%,-19%,-4%,-5,-5%,i,-12%,7%,4%
C#CCN(C[C@@H]1[C@@H](OC(=O)NCc2ccco2)[C@@H](OC(=O)NCc2ccco2)CN(C(=O)OC(C)C)N1C(=O)OC(C)C)S(=O)(=O)c1ccc(C)cc1,-14%,-18%,.,-98*,.,?,?,-1%,-5%
COc1ccc(C(=O)O)cc1S(=O)(=O)N1CCSCC1,6%,0%,11%,23,8%,i,1%,-13%,8%
c1ccc(-c2nc(NCCCn3ccnc3)c3oc4ccccc4c3n2)cc1,?,?,?,-79*,?,?,?,20µM*,?
CN(C)c1ccc(/C=C/C(=O)c2ccc3c(c2)OCCO3)cc1[N+](=O)[O-],2%,-8%[11.3 µM],0%,-1,-10%,i,25%,12%,-1%
CC(C)c1c(C(=O)N/N=C/c2ccoc2)nnn1-c1nonc1N,-1%,.,1%,-1,0%,i,0%,-1%,0%
COCCN1C(=O)C(=O)/C(=C(/O)c2ccc(S(=O)(=O)N3CCOCC3)cc2)C1c1cccc(O)c1 (configuration not stated),13%,4%,0%,4,0%,i,-6%,2%,10%
CC(=O)N1CCOc2cc(S(=O)(=O)NCc3ccccc3Cl)c(Cl)cc21,.,1%,.,.,.,i,13%,-9%,.
COc1ccc(NC(=O)NNC(=O)C(C)Oc2ccc(C(C)C)cc2)c(OC)c1 (configuration not stated),-12%,-3%,5%,8,-1%,i,-1%,-18%,-1%

# Next part:
Structure,HT1080-NT tox,ATXN2 expr inh,MCF10A rerep,IL1B secr inh,SW480 rereplic,S2 tox,KB-3-1 tox,HepG2 tox,HT1080 IDH1KD tx
N#CC1=C(N)Oc2c(ccc3cccnc23)C1c1ccccc1 (configuration not stated),?,-35%,15µM*,74,5.2µM*,?,5.2µM*,-35%,?
CCN(C(=O)COC(=O)c1ccc2[nH]c(C)c(C)c2c1)c1c(N)n(Cc2ccccc2)c(=O)[nH]c1=O,5%,7%,5%,0,3%,i,-10%,7%,2%
CN(Cc1ccc(F)cc1)C(=O)c1cccc(S(=O)(=O)N2CCN(c3ccc(F)cc3)CC2)c1,?,-30%,7%,-58*,?,i,13µM*,-19%,-16%
O=C(COC(=O)CNC(=O)c1ccccc1)NCCc1ccccc1,-10%,6%,0%,0,-29%,i,-8%,-10%,22%
NC(Cc1ccccc1)c1csc(NC(=O)Nc2ccccc2Oc2ccccc2)n1 (configuration not stated),?,?,.,?,.,?,0%,-104%,?
COc1ccc(CN=C2NC(=O)CC(C(=O)Nc3ccc([N+](=O)[O-])cc3C)S2)cc1 (configuration not stated),3%,-5%,-4%,?,-5%,.,0%,-40%,-21%
O=C(NNS(=O)(=O)c1ccc(F)cc1)C1CC(c2cccnc2)=NO1 (configuration not stated),2%,5%,-14%,22,-8%,i,-9%,1%,1%
O=C(CCCNS(=O)(=O)c1cccc2nsnc12)NCCc1ccccc1,-6%,5%,0%,16,3%,i,-2%,0%,-3%
Cc1cc(C(=O)OCC(=O)NCc2ccco2)c(C)n1-c1ccccc1,?,0%,6.3µM*,17,7.3µM*,?,4.6µM*,-4%,3.7µM*
COCc1cccc(-c2csc(C(C)(O)c3cccc(OC)c3)n2)c1 (configuration not stated),?,-20%,.,4,.,i,-12%,-25%,?

# SW480 rereplic, entries above that show a hit
mol | IL1B secr inh | SW480 rereplic
N#CC1=C(N)Oc2c(ccc3cccnc23)C1c1ccccc1 (configuration not stated) | 74 | 5.2µM*
Cc1cc(C(=O)OCC(=O)NCc2ccco2)c(C)n1-c1ccccc1 | 17 | 7.3µM*

# (list continues)
Structure,HT1080-NT tox,ATXN2 expr inh,MCF10A rerep,IL1B secr inh,SW480 rereplic,S2 tox,KB-3-1 tox,HepG2 tox,HT1080 IDH1KD tx
O=C(Nc1ccccc1C(=O)N/N=C/c1ccco1)c1ccccc1,-16%,-7%,-1%,6,-7%,i,12%,-41%,3%
COc1ccc(C2CC(c3cccc(Cl)c3)=NN2c2ccc(S(N)(=O)=O)cc2)cc1 (configuration not stated),-28%,?,1.3µM*,?,2.1µM*,.,?,-107%,-19%
O=C(CCN1C(=O)/C(=C\c2ccc(F)cc2)SC1=S)Nc1ccc(O)cc1,-9%,6%,6%,i,-23%,i,-1%,-59%,-10%
CCOc1ccc(S(=O)(=O)Nc2cc3c(C(=O)OC)c(COC)oc3c3ccccc23)cc1,.,?,.,.,.,?,3.7µM*,2%,.
CC1(C)C(=O)NCCN1C(=O)CC1C(=O)NCCN1CC(c1ccccc1)c1ccccc1 (configuration not stated),-1%,?,?,-5,6%,i,11%,-20%,5%
Cc1ccc(NC(=O)Nc2ccc(C(=O)N3CCOCC3)cc2)cc1,18%,-2%,2%,-10,-8%,i,-4%,-5%,3%
Fc1ccc(CNc2ncnc3c2c(-c2ccccc2)cn3-c2ccccc2)cc1,.,-15%,.,.,.,i,?,-10%,.
Cc1ccc(/C=N/NC(=O)C(c2ccncc2)N2CCOCC2)cc1 (configuration not stated),1%,.,-1%,2,-9%,i,-1%,-6%,-15%
O=C(COc1ccccc1Cl)N1CCc2ccccc21,14%,66%[activator],-8%,-2,-5%,i,9%,-21%,-1%
C=CCNC(=O)CSc1nnc(-c2ccc(S(=O)(=O)N3CCCC3)cc2)n1C,11%,-8%,-3%,12,-7%,i,11%,6%,16%

# Next compounds.
Structure,HT1080-NT tox,ATXN2 expr inh,MCF10A rerep,IL1B secr inh,SW480 rereplic,S2 tox,KB-3-1 tox,HepG2 tox,HT1080 IDH1KD tx
O=[N+]([O-])c1cc([N+](=O)[O-])c(Oc2cc(Cl)cc(Cl)c2)cc1NN1CCCCC1,-8%,5%,10%,11,-4%,i,-3%,0%,-7%
COC(=O)C[C@H]1c2ccccc2S(=O)(=O)N1c1cccc(OC)c1,15%,6%,29%,15,0%,?,1%&-2%,-2%&24%,5%
COc1cccc(OC)c1OCCCCCc1c(C)n[nH]c1C,-6%,-21%,0%,-4,-1%,?,-4%,-13%,-9%
COc1cccc(-c2cc(C(F)(F)F)nc(NCCc3ccccc3)n2)c1,.,9%,.,.,.,i,7%,-23%,.
CCCCNc1nc(-c2ccccc2)cc(C(F)(F)F)c1C(N)=O,?,6%,3%,-70*,17%,i,5%,-41%,-24%
COc1ccc(-c2nc(-c3cccs3)c(-c3cccs3)[nH]2)cc1O,-23%,3%,?,-2,-3%,i,-6%,-8%,?
C[C@@H]1CN([C@H](C)CO)C(=O)c2cc(NC(=O)Nc3cccc4ccccc34)ccc2O[C@H]1CN(C)Cc1ccc(C(F)(F)F)cc1,-24%,0%,-4%,15,?,i,0%,-22%,-21%
COc1ccc(-c2nc3cccc(C)n3c2NCC2CCCO2)cc1O (configuration not stated),-3%,-22%,9%,?,-10%,i,-1%,-4%,-8%
COC(=O)c1cc(Cl)ccc1NC(=O)Cn1c(C)cc(C)c(C#N)c1=O,.,1%,.,.,.,i,9%,10%,.
O=S1(=O)N=C2CCCCCN2C(c2ccncc2)N1 (configuration not stated),2%,-8%,-6%,3,-8%,i,-2%,0%,0%
O=C1C=CC(=O)N1c1ccc2c(c1)Cc1cc(F)ccc1-2,23%,0%,?,-64*,?,?,-13%,0%,-8%
COc1ccc(NC(=O)CSc2nc(C)cc(C)n2)c([N+](=O)[O-])c1,1%,5%,0%,7,?,i,29%,22%,-6%
CCN(CC)c1ccc2c(O)cc(=O)oc2c1,1%,2%,9%,14,6%,i,-5%,14%,22%

# Compound activity deposited in PubChem BioAssay by National Center for Advancing Translational Sciences (NCATS).
